# Assay outcomes deposited in PubChem by National Center for Advancing Translational Sciences (NCATS).
# JMJD2A Tudor = qHTS Assay for Inhibitors of JMJD2A-Tudor Domain; Lysine-specific demethylase 4A (Homo sapiens), O75164; Potency, µM (highest dose often 114 µM), inactives show at the highest dose activity change, negative = inhibition, most hits filed as inhibitors; AlphaScreen JMJD2A-Tudor / H3K4me3 peptide binding; hit rate 4.4% among 390,000; further: on the % scale 0 is the no-effect control and ±100 the full control effect; nearly all actives have a fitted effect of over 50% in size
# Tb PGK inh = qHTS Assay to Find Inhibitors of Phosphoglycerate Kinase. Potency, µM (highest dose often 57.5 µM), for inactives: at the highest dose activity change, negative = inhibition, actives largely listed as inhibitors. Phosphoglycerate kinase, glycosomal (Trypanosoma brucei brucei), P07378. PGK/GAPDH coupled, Kinase-Glo luminescence, 60 min. hit rate 0.043% among 380,000; further: on the % scale 0 is the no-effect control and ±100 the full control effect; nearly all actives have a fitted effect of over 60% in size
#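 Recombinant glycosomal PGK reaction used 1,3-bisphosphoglycerate generated in-well by GAPDH (100nM final) in 100mM TEA pH 7.6, 5mM MgCl2, 0.01% Tween-20. After 60 minutes at room temperature, ATP was read by Kinase-Glo Plus luminescence end-point.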
# Pol iota inh = qHTS for Inhibitors of Polymerase Iota; Pol iota fluorescent replication assay, 10 min; DNA polymerase iota (Homo sapiens), Q9UNA4; hit rate 1% among 390,000; Potency, µM (series often up to 115 µM), inactives show at the top dose activity, negative = inhibition, hits mostly inhibitors
#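 Pol iota at 10 nM preincubated 15 min with compounds at room temperature; reaction started with fluorescent substrate, 50 nM final. Fluorescence read kinetically at 0 and 10 min; buffer-only wells as negative control.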
# BLM helicase inh = qHTS Assay for Inhibitors of Bloom's syndrome helicase (BLM); RecQ-like DNA helicase BLM (Homo sapiens), P54132; recombinant BLM DNA unwinding, fluorescence dequenching; Potency, µM (doses to about 56.1 µM), for inactives: at the highest dose activity change, negative = inhibition, hits mostly inhibitors; hit rate 0.2% among 350,000;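 further: plate controls were vehicle for no effect and no enzyme for full effect; nearly all actives have a fitted effect of over 35% in size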
# BAZ2B block = qHTS Assay for Inhibitors of BAZ2B; AlphaScreen BAZ2B-H3K14Ac peptide displacement; Potency, µM (top dose mostly 114 µM), for inactives: top-dose activity change, negative = inhibition, most hits filed as inhibitors; hit rate 4.4% among 360,000; AID 504333, 2011; further: on the % scale 0 is the no-effect control and ±100 the full control effect; nearly all actives have a fitted effect of over 60% in size
#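 Protein-peptide AlphaScreen: BAZ2B 50 nM, b-H3K14Ac 50 nM, 1x PBS pH 7.4 + 0.01% Tween-20. Preincubation 30 min RT; cpd 30 min RT (top 110 uM); beads 20 min RT, light-protected.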
# G9a inh = qHTS Assay for Inhibitors of Histone Lysine Methyltransferase G9a. G9a H3K9 monomethylation, AlphaScreen, 2 h. Potency, µM (top dose mostly 102 µM), without a hit: top-dose activity, negative = inhibition, most hits filed as inhibitors. hit rate 8.8% among 350,000. AID 504332, 2011; further: on the % scale 0 is the no-effect control and ±100 the full control effect; nearly all actives have a fitted effect of over 75% in size
# Target sequence (Q96KQ7 913-1193 limits assumed): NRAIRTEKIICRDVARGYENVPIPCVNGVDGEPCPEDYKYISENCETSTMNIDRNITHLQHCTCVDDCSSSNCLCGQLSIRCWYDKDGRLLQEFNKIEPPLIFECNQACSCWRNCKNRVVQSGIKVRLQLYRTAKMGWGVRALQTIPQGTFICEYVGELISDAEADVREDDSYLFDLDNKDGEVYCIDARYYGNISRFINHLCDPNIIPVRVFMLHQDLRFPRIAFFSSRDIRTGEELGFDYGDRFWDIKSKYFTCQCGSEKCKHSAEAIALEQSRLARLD
#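 Methyltransferase reactions run at room temperature for 2 h (20 nM enzyme, 500 nM biotin-H3K9 peptide, 20 uM SAM) after a 15 min compound preincubation; product detected by AlphaScreen beads and anti-H3K9me1 antibody.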
# HP1b binding inh = HTS for Inhibitors of HP1-beta Chromodomain Interactions with Methylated Histone Tails | hit rate 0.56% among 390,000 | Chromobox protein homolog 1 (Homo sapiens), P83916 | Potency, µM (highest dose often 114 µM), for the others: at the highest dose activity change, negative = inhibition, hits mostly inhibitors | AID 540317, 2011 | AlphaScreen HP1-beta / biotin-H3K9me3 peptide binding; further: nearly all actives have a fitted effect of over 70% in size; inactives centre near 23
#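 AlphaScreen: HP1-beta (50 nM) preformed 30 min with biotin-H3(1-18)K9me3 peptide (50 nM) in PBS pH 7.4, 0.01% Tween-20. Compound added for 30 min at RT, then streptavidin donor/nickel chelate acceptor beads (10 ug/mL) for 30 min.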
# GLS inh = qHTS for Inhibitors of Glutaminase (GLS). Glutaminase kidney isoform, mitochondrial (Homo sapiens), O94925. GLS enzymatic activity, qHTS titration. Potency, µM (series often up to 45.5 µM), for inactives: at the highest dose activity change, negative = inhibition, actives largely listed as inhibitors. hit rate 0.21% among 410,000; further: on the % scale 0 is the no-effect control and ±100 the full control effect
# Target sequence (O94925 whole entry, looked up, canonical isoform): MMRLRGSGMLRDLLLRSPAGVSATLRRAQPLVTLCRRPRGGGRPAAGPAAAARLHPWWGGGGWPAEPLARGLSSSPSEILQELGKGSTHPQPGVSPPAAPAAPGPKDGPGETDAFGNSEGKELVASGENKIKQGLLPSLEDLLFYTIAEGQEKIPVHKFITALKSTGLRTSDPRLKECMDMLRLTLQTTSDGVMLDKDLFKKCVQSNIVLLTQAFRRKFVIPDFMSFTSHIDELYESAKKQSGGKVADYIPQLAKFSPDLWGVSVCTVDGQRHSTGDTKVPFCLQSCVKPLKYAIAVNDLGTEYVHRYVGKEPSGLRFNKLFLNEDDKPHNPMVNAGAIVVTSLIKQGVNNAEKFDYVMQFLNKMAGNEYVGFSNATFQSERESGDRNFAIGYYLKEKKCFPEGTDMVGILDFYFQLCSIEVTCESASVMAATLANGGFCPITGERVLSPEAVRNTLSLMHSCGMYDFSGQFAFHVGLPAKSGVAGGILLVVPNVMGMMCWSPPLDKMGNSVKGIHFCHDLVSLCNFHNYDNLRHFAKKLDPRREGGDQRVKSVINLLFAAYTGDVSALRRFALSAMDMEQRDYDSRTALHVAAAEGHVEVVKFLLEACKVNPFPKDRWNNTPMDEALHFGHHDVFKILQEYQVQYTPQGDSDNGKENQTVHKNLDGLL
#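 hKGA; 45 mM KH2PO4 pH 8.2 + 0.02% Tween-20; cpd via pin tool; 1 mM Gln soln; GluOx/HRP/Amplex Red; RT 30 min; fluor. t0 & final.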
# Pin1 inhibitor = qHTS Assay to Find Inhibitors of Pin1 | Peptidyl-prolyl cis-trans isomerase NIMA-interacting 1 (Homo sapiens), Q13526 | Pin1 FP peptide displacement, HiFluor488, 10 min | Potency, µM (highest dose often 115 µM), without a hit: at the top dose activity, negative = inhibition, hits mostly inhibitors | hit rate 0.009% among 390,000 | AID 504891, 2011; active means well fitted inhibition curve with a large enough effect in the polarisation, with a control signal flat, not every such curve was filed as active; inconclusive means small, poorly fitted or top-dose-only effect, or effect the other way, or a change in a side signal; inactive means no such curve, though single readings can be large or run the other way; the % refers to the polarisation; further: on the % scale 0 is the no-effect control and ±100 the full control effect
# Target sequence (Q13526 whole entry, looked up): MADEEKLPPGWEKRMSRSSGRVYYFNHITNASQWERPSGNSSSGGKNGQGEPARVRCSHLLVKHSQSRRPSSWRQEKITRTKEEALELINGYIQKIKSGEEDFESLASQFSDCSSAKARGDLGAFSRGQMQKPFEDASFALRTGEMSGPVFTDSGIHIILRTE
# Active calls of the source: *; i = inactive; ? = inconclusive; nt = not tested or not shown; [ ] = remark or other dose. Unless noted, the call rests on the fitted dose curve; in most records, active means well fitted curve in the direction sought with a large enough effect; inconclusive means small, poorly fitted or top-dose-only effect, or another doubt; inactive means no such curve, though single readings can be large; an effect the other way counts as inactive or inconclusive. Potency means the concentration at half of the fitted maximal effect.
SMILES,JMJD2A Tudor,Tb PGK inh,Pol iota inh,BLM helicase inh,BAZ2B block,G9a inh,HP1b binding inh,GLS inh,Pin1 inhibitor
CC(C)c1ccc(/C=C/C(=O)Nc2ccc(CN3CCOCC3)cc2)cc1,-28.8%,0.4%,6.5%,-6.5%,-27.2%,?,13.1%,-5.1%,?
CC(C)c1ccc(CNCCSc2nnnn2C)cc1,-9.7%,-7.8%,-11.0%,0.4%,-16.1%,2.9%[59 µM],52.8%[activator],7.6%,-0.5%
CC1CCCN(C(=O)CSc2nnc(-c3ccco3)n2C)C1 (stereo unspecified),-9.9%,4.8%,48.7%[activator],-0.1%,7.5%,13.0%,12.0%,23.0%,-7.2%
NNC(=O)C1=NOC2COC3(CCN(c4ncccn4)CC3)OCC12 (stereo unspecified),-26.8%,-6.3%,-11.7%,2.0%,-19.5%,-3.4%,-11.0%,0.0%,-4.0%
Cc1ccc(C)c(C2=NNC(=NCc3ccccc3)SC2)c1,-33.7%,i,70.6%[activator],-12.5%,-33.3%,35.5µM*,-1.9%,-5.9%,-13.5%
COc1cccc(C(=O)O/N=C(\N)c2ccc([N+](=O)[O-])cc2)c1,-15.5%,?,5.6%,-5.4%,12.1%,nt,39.7%,2.3%,-4.0%
Cc1cc(C)c(NC(=O)CSc2nc(=O)n(CCN3CCOCC3)c3c2CCC3)c(C)c1,-0.7%,-6.0%,35.4%[activator],nt,-1.4%,6.7%[59 µM],24.5%,-0.7%,-2.4%
Cc1cc2cc3c(cc2nc1SCC(=O)Nc1c(C)cccc1C)CCC3,-14.1%,nt,17.6%,-2.0%,-1.0%,20.1%,17.2%,18.8%,-1.3%
Clc1cccc(CSc2ccc(-c3ccco3)nn2)c1,71.5%[activator],0.2%,156.3%[activator],-16.7%,8.8%,15.8µM*,9.0%,-19.5%,1.5%
COc1cc(NC(=O)c2cc(-c3cccs3)on2)cc(OC)c1OC,-22.9%,-25.6%,10.3%,-7.7%,-2.7%,7.5%[2.33 µM],33.0%,?,-7.7%
Cc1onc(C(=O)N2CCN(c3ccccc3F)CC2)c1-c1ccccc1Cl,-2.5%[57.1 µM],i,-2.4%,-4.4%,7.4%,6.3%[59 µM],35.9%,5.4%,-7.4%
CCN(C[C@H]1N[C@@](C)(C(=O)OC)[C@H]2C(=O)N(Cc3ccccc3)C(=O)[C@@H]12)C(=O)Nc1ccc(F)cc1,-20.5%,-2.6%,29.3%,nt,nt,nt,15.5%,4.0%,-0.5%
O=C(N/N=C/c1cn(CC(=O)N2CCOCC2)c2ccccc12)c1cccnc1,?,4.3%,?,-1.5%,-17.1%,-0.7%,16.5%,10.7%,-0.8%
CCOc1ccc(Cc2nc(C)c(CC(=O)N3CCCCC3)c(=O)[nH]2)cc1,3.8%,-6.2%,2.4%,0.0%,2.5%,-10.4%,31.0%[activator],-0.7%,-2.9%
O=C(CN(Cc1ccc(F)cc1)C(=O)c1csnn1)NCc1ccccc1,-4.1%,-2.4%,-1.6%,-0.9%,-0.1%,2.1%,14.5%,1.9%,-2.6%
CCc1ccc(/C=N/NC(=O)c2nnn(-c3nonc3N)c2C(C)C)cc1,3.4%,-1.9%,33.1%,-1.1%,-16.2%,5.2%,40.1%[activator],8.2%,-22.2%
CCCC1O[C@@H]2CC3C4CCC5=CC(=O)C=C[C@]5(C)C4C(OC(C)=O)C[C@]3(C)[C@]2(C(=O)COC(C)=O)O1 (stereo partly specified),17.8µM*,i,13.7%,-0.2%,-6.5%,7.7%[59 µM],-17.2%,21.6%,-2.0%
CCOC(=O)C(=O)N1c2ccccc2C(N(C(=O)C(=O)OCC)c2ccccc2)CC1C (stereo unspecified),-9.8%,-11.5%,35.1%[activator],-6.1%,-3.6%,-3.1%,21.5%,4.5%,-7.7%
S=c1[nH]nc(-c2cc(-c3ccccn3)nc3ccccc23)o1,-7.7%,i,14.1%,-1.5%,-0.6%,?,41.5%[activator],53.0%[activator],0.6%
CCN(CC)C(=O)CSc1nnc(SC(C)C(=O)NC2CC2)s1 (stereo unspecified),-1.5%,-5.4%,23.4%,nt,nt,nt,36.7%[activator],1.7%,-0.1%
Cc1ccc(NC(=O)Nc2cnccn2)cc1,-1.5%,3.1%,-20.1%,-4.3%,0.5%,nt,23.1%,5.0%,0.1%
Cc1csc(SCC(=O)Nc2ccc(C)c(F)c2)n1,5.4%,1.0%,-4.0%,nt,-0.2%,-4.7%[2.33 µM],40.3%[activator],19.3%,-2.8%
CC(=O)c1ccc(NS(=O)(=O)c2c(C)nc3scc(C)n3c2=O)cc1,-6.5%,-2.4%,1.3%,0.1%,-7.8%,4.4%[59 µM],11.8%,1.3%,0.7%
CCOC(=O)N1CCN(C(=O)c2ccc(C)c(S(=O)(=O)Nc3cccc(C)c3C)c2)CC1,-14.7%,nt,-20.4%,-3.2%,-34.5%,-1.7%[2.33 µM],13.2%,0.3%,1.0%
COc1ccc(CNC(=O)C(C)NC(=O)c2cc3ccccc3o2)cc1 (stereo unspecified),-2.5%,5.5%,4.0%,-1.8%,10.4%,1.5%,21.0%,4.5%,0.7%
# (list continues)
SMILES,JMJD2A Tudor,Tb PGK inh,Pol iota inh,BLM helicase inh,BAZ2B block,G9a inh,HP1b binding inh,GLS inh,Pin1 inhibitor
COc1ccc(C(CC(=O)O)c2ccc3c(c2)OCO3)cc1 (stereo unspecified),-8.4%,7.3%,114.2%[activator],-1.8%,0.9%,-12.3%[2.33 µM],8.0%,-2.3%,-0.2%
COc1cc(C(=O)OCC(=O)NC23CC4CC(CC(C4)C2)C3)cc(OC)c1OC,-9.9%,-3.7%,-12.2%,nt,5.1%,?,5.9%,-2.2%,-16.5%
O=C(Cn1ccc2cc(S(=O)(=O)N3CCCC3)ccc21)NCc1ccc(Cl)cc1,-2.4%,-9.8%,12.5%,-1.5%,-11.2%,-3.7%[59 µM],10.4%,-0.8%,13.1%
O=C(C(Cc1ccccc1)n1cccc1)N1CCN(C2CCCCC2)CC1 (stereo unspecified),?,-4.5%,42.6%,-4.3%,?,?,-1.6%,-7.3%,-0.7%
CNC(=O)CSc1nnc(-c2ccccc2F)n1CCc1ccccc1,-10.2%,-0.5%,3.3%,1.9%,3.0%,nt,26.0%,-1.5%,1.8%
Nc1ccn(CC(=O)NCCCc2ccccc2)c(=O)n1,-3.5%,i,10.1%,nt,-1.8%,-3.5%[0.501 µM],45.6%[activator],-4.3%,7.6%
C[C@@H](c1ccccc1)N1C[C@H]2CCCN2c2cc(Br)ccc2S1(=O)=O,4.3%,0.4%,?,nt,nt,nt,59.4%[activator],-2.8%,9.9%
COc1ccc(CCNC(=O)c2noc3c2CCCC3)cc1OC,-1.9%,i,?,-8.6%,3.1%,-5.1%[12.7 µM],14.9%,-4.4%,-1.0%
CC(=O)Nc1ccc(C(=O)CSc2nc3ccc(C)cc3[nH]2)cc1,-15.9%,0.5%,2.3%,-4.0%,-5.2%,7.08µM*,19.6%,-5.7%,8.2%
CCOC(=O)C1CCCN(C(=O)CCNS(=O)(=O)c2ccc(Br)cc2)C1 (stereo unspecified),-12.8%,-4.9%,32.7%[activator],nt,-4.6%,0.2%[12.7 µM],56.1%[activator],-21.7%,-3.4%
S=C1NC[C@H](Cc2ccccc2)N1CCc1cccc2ccccc12,-22.2%,-3.8%,1.2%,-6.1%,-23.2%,?,22.1%,-1.2%,1.8%
CCOc1ccc(N2CC(NC(=O)c3cccc4ccccc34)CC2=O)cc1 (stereo unspecified),5.8%,2.8%,24.5%,nt,-4.8%,-0.8%,28.2%,-3.9%,-4.2%
CCOC(=O)[C@@H]1[C@H]2COc3cc(OC)ccc3[C@H]2N2C(=O)N(c3ccc(C)cc3)C(=O)[C@@]12C,-24.8%,-5.3%,32.5%,-10.1%,-34.2%,?,34.3%,-0.3%,-0.8%
Cc1ccc(CNC(=O)Cn2c(=O)n(-c3ccccc3)c(=O)c3sccc32)cc1,-3.5%,3.6%,-18.6%,-0.3%,0.7%,15.8%,24.3%,5.6%,18.1%
CC(=O)OCC(=O)C12OC(C)(C)OC1CC1C3CC=C4CC(O)CCC4(C)C3CCC12C (stereo unspecified),-4.8%,-2.7%,-7.6%,nt,nt,nt,26.5%,-0.9%,1.5%
O=C(CCCN1C(=O)c2ccccc2C1=O)NCc1ccco1,-13.0%,i,14.9%,4.1%,9.6%,-23.2%[59 µM],16.3%,2.1%,0.1%
COc1ccc(Br)c(C(=O)NC2CCCC2)c1,-11.7%,-1.8%,30.8%[activator],-4.4%,-3.0%,2.3%,42.3%[activator],-7.3%,-1.0%
CC(NC(=O)CN1CCN(c2ncccn2)CC1)c1ccc(F)cc1 (stereo unspecified),-16.2%,-8.0%,-6.2%,-0.2%,-2.0%,-7.2%[59 µM],-4.5%,4.9%,-0.5%

# 3 compounds from above, arranged by the value under GLS inh, smallest number first:
SMILES,JMJD2A Tudor,Tb PGK inh,Pol iota inh,BLM helicase inh,BAZ2B block,G9a inh,HP1b binding inh,GLS inh,Pin1 inhibitor
Cc1ccc(C)c(C2=NNC(=NCc3ccccc3)SC2)c1,-33.7%,i,70.6%[activator],-12.5%,-33.3%,35.5µM*,-1.9%,-5.9%,-13.5%
CC(=O)c1ccc(NS(=O)(=O)c2c(C)nc3scc(C)n3c2=O)cc1,-6.5%,-2.4%,1.3%,0.1%,-7.8%,4.4%[59 µM],11.8%,1.3%,0.7%
CCOC(=O)C(=O)N1c2ccccc2C(N(C(=O)C(=O)OCC)c2ccccc2)CC1C (stereo unspecified),-9.8%,-11.5%,35.1%[activator],-6.1%,-3.6%,-3.1%,21.5%,4.5%,-7.7%

# Not all compounds are listed; count on the stated rates, not on these rows.
